Assay outcomes from PubChem BioAssay.
FEN1 inhibitor = qHTS Assay for the Inhibitors of Human Flap endonuclease 1 (FEN1). Recombinant FEN1 flap cleavage, fluorescence, 15 min. 390,000 tested, 0.35% active. Potency, µM (highest dose often 114 µM), inactives show at the highest dose activity change, negative = inhibition, most hits filed as inhibitors; further: nearly all actives have a fitted effect of over 65% in size
Target sequence (P39748 whole entry, looked up): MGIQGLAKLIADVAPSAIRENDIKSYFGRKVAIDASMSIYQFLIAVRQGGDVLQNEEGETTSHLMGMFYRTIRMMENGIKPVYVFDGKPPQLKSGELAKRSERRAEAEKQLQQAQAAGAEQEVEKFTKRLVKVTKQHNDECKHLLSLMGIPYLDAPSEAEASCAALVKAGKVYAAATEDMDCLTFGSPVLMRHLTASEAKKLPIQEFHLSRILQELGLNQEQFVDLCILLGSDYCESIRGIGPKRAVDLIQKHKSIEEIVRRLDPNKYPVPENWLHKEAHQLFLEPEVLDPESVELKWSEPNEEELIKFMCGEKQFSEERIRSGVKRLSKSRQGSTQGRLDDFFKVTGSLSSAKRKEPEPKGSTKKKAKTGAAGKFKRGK
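With each library titrated from low to high concentration, compounds met 10 nM FEN1 for 15 min at room temperature before 50 nM substrate was added; readings at 0 and 15 min fed four-parameter Hill curve fits.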
N370S GC mod = qHTS Assay for Inhibitors and Activators of N370S glucocerebrosidase as a Potential Chaperone Treatment of Gaucher Disease; Lysosomal acid glucosylceramidase (Homo sapiens), P04062; N370S GC spleen homogenate, 4MU-glucoside fluorescence; Potency, µM (doses to about 59.4 µM), for inactives: at the highest dose activity change, negative = inhibition, actives largely listed as inhibitors; 330,000 tested, 0.092% active;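 further: 0% = full enzyme activity and -100% = no enzyme basal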
TDP1 block = qHTS Assay for Inhibitors of Tyrosyl-DNA Phosphodiesterase (TDP1); Tyrosyl-DNA phosphodiesterase 1 (Homo sapiens), Q9NUW8; recombinant TDP1, AlphaScreen DNA substrate cleavage; Potency, µM (titrated, usually from 130 µM), inactives show at the highest dose activity change, negative = inhibition, hits mostly inhibitors; 350,000 tested, 0.28% active; further: nearly all actives have a fitted effect of over 40% in size
Target sequence (Q9NUW8 whole entry, looked up): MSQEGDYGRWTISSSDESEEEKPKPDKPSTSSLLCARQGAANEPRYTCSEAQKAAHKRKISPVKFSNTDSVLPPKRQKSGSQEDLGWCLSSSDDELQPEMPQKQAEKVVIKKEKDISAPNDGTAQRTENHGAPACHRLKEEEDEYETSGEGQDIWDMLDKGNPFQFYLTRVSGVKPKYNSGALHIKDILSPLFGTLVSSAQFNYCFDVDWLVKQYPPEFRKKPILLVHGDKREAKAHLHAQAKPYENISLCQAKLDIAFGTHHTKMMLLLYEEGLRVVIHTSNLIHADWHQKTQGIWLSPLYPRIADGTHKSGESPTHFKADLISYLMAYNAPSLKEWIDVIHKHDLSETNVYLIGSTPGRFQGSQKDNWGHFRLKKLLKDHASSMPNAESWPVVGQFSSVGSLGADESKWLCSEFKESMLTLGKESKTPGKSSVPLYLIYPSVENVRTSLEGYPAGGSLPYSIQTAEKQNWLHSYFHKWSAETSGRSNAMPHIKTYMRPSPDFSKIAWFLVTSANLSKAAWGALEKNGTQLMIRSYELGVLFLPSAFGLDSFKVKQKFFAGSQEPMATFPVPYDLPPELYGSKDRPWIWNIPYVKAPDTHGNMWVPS
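Signal: AlphaScreen proximity between streptavidin donor and anti-FITC acceptor beads on intact substrate. Reaction: Tdp1 1 nM, substrate 15 nM final, 5 min RT after 15 min compound preincubation.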
* hit, by the source's call; x = not tested or not shown; & = joins results of further samples; [ ] = another dose, or the depositor's remark. The call rests on the fitted dose curve; in most records, active means well fitted curve in the direction sought with a large enough effect; inconclusive means small, poorly fitted or top-dose-only effect, or another doubt; inactive means no such curve, though single readings can be large; an effect the other way counts as inactive or inconclusive. Unless noted, on the % scale 0 is the no-effect control and ±100 the full control effect; potency means the concentration at half of the fitted maximal effect. Outcome played no part in choosing rows; any-hit rate near 0.53%.

Values run as follows: FEN1 inhibitor | N370S GC mod | TDP1 block
[1] O=C1C2C3C=CC(C3)C2C(=O)N1c1ccc(-c2nc3ccccc3c(=O)o2)cc1 (stereo not given)
    -13% | 3% | 5%
[2] COc1ccc2c(c1)C(SCC(=O)NCCc1ccccc1)CC(C)(C)O2 (stereo not given)
    -6% | 10% | 7%
[3] O=C(c1ccccc1)N1N=C(c2ccccc2O)CC1c1ccc(Br)cc1 (stereo not given)
    -7% | -9% | x
[4] CN1CC(=O)Nc2cc(C(=O)O)ccc21
    -2% | x | 8%
[5] CCCCCC(=O)N/N=C/c1ccco1
    -13% | 4% | 0%
[6] COc1ccccc1C1=NOC(C)(c2sc(-c3ccc(Cl)cc3)nc2C)C1 (stereo not given)
    -15% | 26% | 4%
[7] Cc1cc(C)cc(NC(=O)C2CCN(c3nc(C)cc(C)n3)CC2)c1
    -4% | 8% | 2%
[8] COc1ccc(/C=C/C(=O)c2oc3ccc(F)cc3c2C)cc1
    0% | 5% | 0%
[9] Cc1ccc(-n2c3c(c(=O)[nH]c2=O)C(NC(=O)c2ccccc2F)(C(F)(F)F)C(=O)N3)cc1C (stereo not given)
    0% | x | 2%
[10] CCOC(=O)c1sc(NC(=O)c2c(CC)noc2C)nc1C
    -7% | x | 0%
[11] COCCNC(=O)C(OC(=O)c1ccco1)c1ccccc1Cl (stereo not given)
    -3% | -1% | 4%
[12] CC(C)(C)NC(=O)Cn1c(-c2nonc2N)nc2ccccc21
    1% | 1% | 2%
[13] Cc1cccc(NC(=O)NNC(=O)c2sccc2-n2cccc2)c1
    -10% | 16% | 10%
[14] Cc1csc(NC(=O)CSc2[nH]c(=O)ncc2C)n1
    2% | -14% | -13%[0.505 µM]
[15] CN1CCN(c2ccc(Cl)cc2NC(=O)CN2C(=O)NC(C)(c3ccccc3)C2=O)CC1 (stereo not given)
    18% | -20% | 0%
[16] CCCCN(C)c1nnc(NC(=O)Nc2ccc(Br)c(C)c2)s1
    -1% | x | 11%
[17] CC(Nc1nc(Nc2ccc(F)cc2)nc(SCC(N)=O)n1)c1ccccc1 (stereo not given)
    -17% | -19% | x
[18] CCOC(=O)c1nn(-c2ccc(F)cc2)c2nc(CC(C)C)c(C#N)c(=O)n12
    6% | 6% | -8%
[19] COC(=O)c1cc(-c2ccc(F)cc2)n(-c2ccccc2)n1
    -8% | -8% | x
[20] CCN(CC)c1ccc(/C=N/n2c(C)nc3ccccc3c2=O)cc1
    -23% | -8% | x
[21] Cc1ccc(S(=O)(=O)Nc2ccc(N3CCCCC3)cc2)cc1
    -3% | -5% | 7%
[22] CCOC(=O)Cn1c2ccccc2n2nc(CCC(=O)O)c(=O)nc12
    1% | 16% | 0%
[23] Cc1cccc(NC(=O)NNC(=O)c2ccc(C)c([N+](=O)[O-])c2)c1
    -1% | 5% | 6%
[24] Cc1cc(=O)c2ccccc2s1
    0% | -1% | -2%
[25] CC(C)CCNC(=O)NC(=O)COC(=O)/C=C/c1cc(Br)ccc1F
    3% | 5% | 1%
[26] O=C(c1ccc(F)cc1)C1CCN(Cc2cn[nH]c2-c2ccccc2)CC1
    -2% | -13% | 6%
[27] O=c1c2c([nH]c3ccccc13)CCCCCC2
    13% | 7% | -7%
[28] O=C(c1ccccc1)N1CCCC(C(=O)N2CCN(c3ccccc3)CC2)C1 (stereo not given)
    11% | -5% | 3%
[29] CC(C)CC1Nc2ncnc(N3CCN(c4ccccc4)CC3)c2N(Cc2ccc(Cl)cc2)C1=O (stereo not given)
    -32% | -7% | 4%
[30] COc1ccc(NC(C)=O)cc1CP(=O)(c1ccccc1)c1ccccc1
    17% | 9% | x

Complete entries from above. Screens in order: FEN1 inhibitor, N370S GC mod, TDP1 block
Cc1cccc(NC(=O)NNC(=O)c2sccc2-n2cccc2)c1 as listed: -10%, 16%, 10%
CC(C)(C)NC(=O)Cn1c(-c2nonc2N)nc2ccccc21 as listed: 1%, 1%, 2%
COc1ccc(NC(C)=O)cc1CP(=O)(c1ccccc1)c1ccccc1 as listed: 17%, 9%, x
COC(=O)c1cc(-c2ccc(F)cc2)n(-c2ccccc2)n1 as listed: -8%, -8%, x
O=c1c2c([nH]c3ccccc13)CCCCCC2 as listed: 13%, 7%, -7%

Carrying on:
Values run as follows: FEN1 inhibitor | N370S GC mod | TDP1 block
[31] CC(=O)Nc1ccc(N(C(=O)CNC(=O)c2ccco2)C(C(=O)NCc2ccco2)c2ccccc2)cc1 (stereo not given)
    5% | 9% | x
[32] Fc1ccc(Nc2c3c(nc4nncn24)CCC3)cc1
    0% | x | 9%
[33] COc1cccc(CNS(=O)(=O)c2cc3c4c(c2)CCN4C(=O)CC3)c1
    4% | 1% | x
[34] Cc1ccc(NS(=O)(=O)c2cccc(C(=O)NCCCn3ccnc3)c2)cc1
    -7% | -10% | 0%
[35] COc1ccc(-c2noc(CN(C(=O)c3ccoc3C)C(C)C)n2)cc1
    -23% | -1% | 10%
[36] O=C1C2CCCCC2C(=O)N1c1nccs1 (stereo not given)
    -2% | -10% | 5%
[37] Cc1ncc([N+](=O)[O-])n1CC(=O)Nc1ccc(F)c(F)c1
    2% | -14% | x
[38] Cc1[nH]c2ccccc2c1Cc1n[nH]c(=S)o1
    -1% | -1% | 3%
[39] COc1ccc(CCNC(=O)COC(=O)c2ccccn2)cc1
    8% | x | 0%
[40] CC(C)CN(C(=O)COC(=O)COc1ccc2c(c1)CCC2)c1c(N)n(Cc2ccccc2)c(=O)[nH]c1=O
    5% | -10% | x
[41] CC(C)(O)C#Cc1ccc(CN2CCC(CO)(CCc3ccccc3)CC2)cc1
    -11% | -21% | x
[42] CNCCC=C1c2ccccc2C=Cc2ccccc21
    -2% | -5%[21.6 µM] | 3%[21 µM]
[43] CC1(CCBr)C(=O)N(c2ccccc2)c2ccccc21 (stereo not given)
    -5% | -7% | x
[44] CC(=O)N(C)c1ccc(NC(=O)/C=C/c2ccccc2Cl)cc1
    14% | 1% | 3%
[45] COc1cc(C(=O)OCC(=O)N2c3ccccc3NC(=O)C2(C)C)ccc1OCC(C)C
    -20% | -2% | x

4 records drawn at random from those above:
Values run as follows: FEN1 inhibitor | N370S GC mod | TDP1 block
[20] CCN(CC)c1ccc(/C=N/n2c(C)nc3ccccc3c2=O)cc1
    -23% | -8% | x
[25] CC(C)CCNC(=O)NC(=O)COC(=O)/C=C/c1cc(Br)ccc1F
    3% | 5% | 1%
[35] COc1ccc(-c2noc(CN(C(=O)c3ccoc3C)C(C)C)n2)cc1
    -23% | -1% | 10%
[33] COc1cccc(CNS(=O)(=O)c2cc3c4c(c2)CCN4C(=O)CC3)c1
    4% | 1% | x

Continuation.
Values run as follows: FEN1 inhibitor | N370S GC mod | TDP1 block
[46] Cc1ccc(C(=O)OCC(=O)Nc2ccccc2)cc1NC(=O)c1ccco1
    -2% | 2% | 4%
[47] CC(C)(C)N1C(=O)c2ccc(C(=O)Nc3ccc(-c4nc5ccccc5[nH]4)cc3)cc2C1=O
    -1% | 12% | -3%
[48] O=C1/C(=C/N(C(=O)c2ccco2)c2ccc(Cl)cc2)Sc2ccccc21
    -19% | 4% | 3%
[49] Cc1cccnc1NC(=O)C1CCCN1S(=O)(=O)c1ccc(Cl)cc1 (stereo not given)
    -3% | -5% | 4%
[50] CCOC(=O)Cn1nc(C)c(NC(=O)c2ccc(Br)o2)c1C
    -1% | 2% | 4%[0.0935 µM]
[51] COC(=O)c1cc2occc2n1CC(=O)N(C)C1CCCCC1
    1% | 10% | -6%
[52] CCN(CC)S(=O)(=O)c1ccc(OC(C)C)nc1
    -12% | 2% | -1%
[53] COC(=O)Nc1cc(C)nc2ccccc12
    -3% | -1% | -6%
[54] Cc1cc(C)nc(SCC(=O)Nc2ccc(N3CCOCC3)cc2)n1
    -4% | 6% | 6%
[55] O=C(NC(=S)Nc1nc(-c2cccc3ccccc23)cs1)c1cc2ccccc2o1
    0% | 5% | 3%
[56] COc1ccc(-c2cn[nH]c2-c2ccc(OCC(=O)NN)cc2O)cc1OC
    7% | -18% | x
[57] COc1ccccc1OCCn1nnc2ccccc21
    -9% | 7% | 5%
[58] CN(C)CCCNC(=O)N1c2ccccc2Sc2ccccc21
    24% | -1% | 4%
[59] Cc1ccc(S(=O)(=O)N/N=C2/CC(c3ccccc3)Oc3ccccc32)cc1[N+](=O)[O-] (stereo not given)
    -7% | 7% | 4%
[60] O=C(CCn1nc(-c2ccc(Cl)cc2)c2ccccc2c1=O)NCC1CCCO1 (stereo not given)
    -2% | -19% | 8%
[61] COc1ccc2c(c1OC)C(=O)N1C2SC[C@H]1C(=O)NC1CCCCC1 (stereo not given in full)
    0% | 10% | x
[62] C/C(=N/NC(=O)c1cc(C)[nH]n1)c1ccco1
    3% | -5% | 1%
[63] COc1ccc(C)cc1NC(=O)CCCN1C(=O)NC(C)(C)C1=O
    -13% | x | -3%
[64] O=c1cc(CNc2ccc(Br)cc2)nc2sccn12
    -1% | 5% | 3%
[65] COc1ccc(CC(=O)Nc2sc3c(c2C(=O)Nc2ccc(C)cc2)CCCCC3)cc1
    8% | x | -5%[12.3 µM]
[66] COC(=O)CCC(=O)Nc1nccs1
    -2% | -3% | 9%
[67] Cc1cccc(N(CC(=O)NC2CCCCC2)C(=O)c2csnn2)c1
    -1% | 4% | x
[68] COc1ccc2sc(-c3ccc(N(C)C)cc3)c(-c3ccc4cc[nH]c4c3)c2c1
    13% | x | 5%
[69] CCOCCCN(CCC#N)C(=O)C1CCN(S(=O)(=O)c2ccc(-n3cnnn3)cc2)CC1
    -3% | -2% | -8%
[70] COc1ccccc1-n1c(SCC(=O)Nc2nnc(C)s2)nc2c(c1=O)SCC2
    2% | 5% | -2%
[71] Cc1c(NC(=O)c2cccs2)cccc1NC(=O)c1cccs1
    1% | -20% | -1%
[72] CNC(=O)Oc1ccc2c(c1)[C@]1(C)CCN(C)C1N2C (stereo not given in full)
    12% | 1% | x
[73] Fc1ccc(C2c3cccn3CCN2C(=S)Nc2cccc(F)c2)cc1 (stereo not given)
    14% | 6% | 4%
[74] COC(=O)c1cc(NC(=O)CCc2c(C)nc3nc(C)nn3c2C)cc(C(=O)OC)c1
    9% | x | 5%
[75] CCOc1ccc(OCC)c2sc(C)nc12
    -2% | 0% | 11%
[76] COc1ccc(OC)c(CN2CCN(C(=O)c3ccc(S(=O)(=O)Nc4ccccc4F)cc3)CC2)c1
    -14% | x | 6%
[77] COc1cccc(CN2CCN(Cc3cccc(Br)c3)CC2)c1OC
    -12% | -3% | x
[78] CC(CC(=O)Nc1ccc(Br)cc1F)S(=O)(=O)c1ccc2c(c1)NC(=O)CO2 (stereo not given)
    -11%&-5% | 8% | 1%&5%
[79] COCc1cc(C)nc(N2CCNCC2)c1C#N
    -11% | 1% | 2%
[80] COc1cc(NC(=O)CSc2ncnc3sc4c(c23)CCC(C)C4)c(C(=O)O)cc1OC (stereo not given)
    9% | 0% | 0%
[81] CCc1nnc(NC(=O)CSc2nnc(CNC(=O)c3cc(OC)c(OC)c(OC)c3)o2)s1
    -18% | -5% | -2%
[82] CCC1(C)Cc2nc3[nH]c(=S)n(-c4ccccc4C)c(=O)c3cc2CO1 (stereo not given)
    -17% | -6% | 5%
[83] Cc1cccc(-c2nc3cc(NC(=O)c4ccc(OCC(C)C)cc4)ccc3o2)c1
    1% | x | -3%[12.3 µM]
[84] O=Cc1ccccc1OS(=O)(=O)c1ccccc1
    5% | 15% | 1%
[85] COc1ccc(CCN2C(=O)c3[nH]nc(-c4ccccc4O)c3C2c2ccccc2)cc1 (stereo not given)
    18% | x | 6%
[86] COc1ccc(C[C@@H]2c3cc(OC)c(OC)cc3CC[N@+]2(C)CCC(=O)OCCCCCOC(=O)CC[N@@+]2(C)CCc3cc(OC)c(OC)cc3[C@H]2Cc2ccc(OC)c(OC)c2)cc1OC
    x | 12%[21.6 µM] | 12%[21 µM]
[87] CCC(=O)C1CCCN(C(=O)CCc2nnc(C3(c4ccc(Cl)cc4)CCC3)o2)C1 (stereo not given)
    4% | 1% | 6%
